# RPL19A TOR yeast: yeast TOR pathway RPL19A-GFP modulation; percent response vs DMSO, % at 10 µM; actives 0.3% (n = 330,000); S. cerevisiae RPL19A-GFP strain, flow cytometry, 3 h; active compounds read low; AID 2025;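 active = percent response vs DMSO below 50%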;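 note: median channel GFP fluorescence of the barcoded RPL19A-GFP strain; ratio of sample median GFP to plate DMSO average so 100% = DMSO; lower means less RPL19A-GFP as with rapamycin TOR inhibition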
# AGP1-GFP MLPCN: modulators of TOR pathway AGP1-GFP in S. cerevisiae | S. cerevisiae AGP1-GFP multiplex flow cytometry, 3 h; GFP as percent of DMSO wells | GFP response vs DMSO, % at 10 µM | actives 0.02% (n = 320,000) | AID 2066;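 active = GFP response relative to DMSO above a set limit, near screen average plus 3 SD, cut at about 150% in these data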;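 note: median GFP channel fluorescence of the gated AGP1 strain per well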
# Efflux pump mplx: antifungal efflux pump inhibition, Nile Red retention. S. cerevisiae Candida pump triplex. inhibition, % at 10 µM. actives 0.44% (n = 330,000). AID 485275;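 active = plate passing quality check with inhibition over a set limit, or well fluorescence over plate mean plus 4 SD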;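 note: Nile Red retained in pooled yeast measured as flow cytometry median fluorescence; 0% = buffer negative control and 100% = Enniatin B positive control; higher means more Nile Red kept so more efflux inhibition; some compounds called inactive have numbers as strong as hits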
# LAP4-GFP MLPCN: yeast TOR pathway LAP4-GFP modulation; GFP response vs DMSO, % at 10 µM; S. cerevisiae LAP4-GFP multiplex, flow cytometry GFP, 3 h; median GFP as percent of DMSO wells; actives 0.34% (n = 320,000); AID 2023;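 active = GFP response vs DMSO above a set limit, about the screen mean plus 3 SD, cut at about 150% in these data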
# AHR act: human AHR activation | AHR-responsive luciferase reporter cells, luminescence | activation, % at 5 µM | actives 2.5% (n = 320,000) | AID 2796; in the data active = activation above about 47%;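 note: 0% = vehicle wells and 100% = reference agonist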
# Target sequence (P35869 whole entry, looked up): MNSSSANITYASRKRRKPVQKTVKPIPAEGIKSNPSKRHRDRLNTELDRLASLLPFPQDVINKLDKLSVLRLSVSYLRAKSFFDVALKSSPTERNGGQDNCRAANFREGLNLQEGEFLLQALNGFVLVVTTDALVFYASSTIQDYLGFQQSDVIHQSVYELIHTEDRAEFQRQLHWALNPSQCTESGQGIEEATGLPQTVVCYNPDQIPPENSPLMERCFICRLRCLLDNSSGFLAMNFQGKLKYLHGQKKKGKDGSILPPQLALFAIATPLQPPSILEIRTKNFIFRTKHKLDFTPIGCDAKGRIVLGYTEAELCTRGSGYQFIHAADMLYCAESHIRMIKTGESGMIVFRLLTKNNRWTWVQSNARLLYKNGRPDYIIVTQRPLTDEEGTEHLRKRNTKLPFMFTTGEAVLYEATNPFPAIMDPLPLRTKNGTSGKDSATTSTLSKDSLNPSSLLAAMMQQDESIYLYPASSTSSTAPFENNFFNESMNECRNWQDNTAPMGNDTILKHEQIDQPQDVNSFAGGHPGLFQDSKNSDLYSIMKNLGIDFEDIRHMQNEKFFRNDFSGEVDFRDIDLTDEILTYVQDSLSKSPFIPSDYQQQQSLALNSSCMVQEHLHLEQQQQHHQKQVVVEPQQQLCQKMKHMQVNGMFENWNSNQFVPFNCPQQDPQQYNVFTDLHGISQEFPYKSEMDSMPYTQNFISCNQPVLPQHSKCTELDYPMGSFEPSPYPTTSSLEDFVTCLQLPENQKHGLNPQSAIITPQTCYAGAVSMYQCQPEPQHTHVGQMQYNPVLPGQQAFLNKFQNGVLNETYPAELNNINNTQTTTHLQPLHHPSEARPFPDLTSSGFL
# CIT2 TOR yeast: alters CIT2-GFP fluorescence in TOR pathway yeast screen. S. cerevisiae CIT2-GFP strain, flow cytometry, 3 h; 100 means same as DMSO wells. actives 0.065% (n = 320,000). GFP response vs DMSO, % at 10 µM;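 active = GFP response relative to DMSO above a set limit, near the screen mean plus 3 SD, cut at about 150% in these data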;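 note: ratio of well median GFP fluorescence to mean of DMSO wells on the plate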
# MEP2-GFP yeast: alters MEP2-GFP fluorescence in TOR pathway yeast screen; S. cerevisiae MEP2-GFP strain, flow cytometry GFP, 3 h; 100% = DMSO control level; GFP response vs DMSO, % at 10 µM; actives 0.51% (n = 330,000); AID 2016;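 active = GFP response versus DMSO above a set limit, roughly screen mean plus 3 SD, cut at about 180% in these data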;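 note: median GFP fluorescence of the barcode-gated MEP2-GFP cells per well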
# Yeast superoxide: caloric restriction mimetics inhibiting age-related superoxide in yeast; superoxide response (% of plate mean), % at 10 µM; S. cerevisiae aged cells, superoxide DHE fluorescence; active compounds read low; actives 0.18% (n = 330,000);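 active = superoxide response under a set limit, about three screen SD below normal, cut at about 65% in these data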;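 note: yeast aged for seven days with compound at 30 °C before DHE staining; 100% = average MFI of all compound-treated wells on the plate with controls excluded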
# An asterisk follows results filed as active; x = no result given. Hits appear at their usual frequency. About 3.9% of those tested had a hit in this group.
SMILES,RPL19A TOR yeast,AGP1-GFP MLPCN,Efflux pump mplx,LAP4-GFP MLPCN,AHR act,CIT2 TOR yeast,MEP2-GFP yeast,Yeast superoxide
C[C@H]1CN([C@@H](C)CO)C(=O)c2cccc(NS(=O)(=O)c3ccc(F)cc3)c2O[C@H]1CN(C)Cc1ccc(Cl)c(Cl)c1,90,93,-0.1,91,1,83,92,115
COc1ccc(C(C)(C)C)cc1NC(=O)COC(=O)c1cnc(C)cn1,103,91,0.0,99,0,99,107,109
Cn1c(CC(=O)Nc2ccc(Cl)c(Cl)c2)n[nH]c1=S,98,95,0.0,94,0,89,93,109
O=c1c2c3c(sc2nc2n1CCCCC2)C(O)CCC3 (stereo not drawn),99,97,0.0,102,6,90,96,103
COc1ccc(CCCNC(=O)CC#N)cc1OC,100,102,0.1,97,4,102,103,103
COC(=O)c1ccc(C(=O)OC)c(NC(=O)COC(=O)c2ccc(OC)c(OC)c2OC)c1,105,99,0.1,95,2,100,100,106
CNC(=O)c1ccc(Nc2nnc(-c3ccc(O)cc3)c3ccccc23)cc1,97,100,0.3,109,9,97,103,105
O=C1Nc2ccc([N+](=O)[O-])cc2OC1CCN1CCOCC1 (stereo not drawn),95,93,0.1,89,0,90,85,104
CSc1cccc(-c2nnc(NC(=O)c3cccc(N4C(=O)CCC4=O)c3)o2)c1,96,96,0.1,99,0,95,99,105
COc1cccc(NC(=O)c2ccc3c(O)c(S(=O)(=O)c4ccccc4)c(=O)[nH]c3c2)c1,99,99,0.1,96,0,98,97,114
CCCNC(=O)N1C2=NC(C(=O)OC)=C(C(=O)OC)[C@@H]3N(Cc4ccccc4)c4ccccc4[C@]23C[C@H]1CO,97,97,0.0,93,0,98,100,98
O=C(CSc1ncnc2c1cnn2-c1ccccc1)NCC1CCCO1 (stereo not drawn),102,110,-0.1,111,20,110,99,101
Cc1ccccc1-n1c(SCc2ccccn2)nc2n[nH]c(C)c2c1=N,103,101,-0.1,99,66*,103,99,90
COC(=O)C[C@H]1c2cc(C(F)(F)F)ccc2S(=O)(=O)N1c1ccc(N(C)C)cc1,101,90,-0.1,123,18,112,90,96
CCOC(=O)CSc1nc(CC)nc2ccccc12,105,100,-0.1,110,-3,108,109,103
CC(NCC(=O)NCCc1ccc(S(N)(=O)=O)cc1)c1ccc(F)cc1 (stereo not drawn),100,96,0.8,91,-1,98,99,102
CNc1nc(OC)nc(N2CCOCC2)n1,98,104,0.1,107,1,116,110,97
CN1C[C@@H]2C(c3ccccc3)C3(c4ccccc4)CC2(C3)[C@H]1c1ccccc1 (stereo partly drawn),106,94,0.0,101,-1,85,99,103
CCN(CC(=O)Nc1c(F)cccc1F)C(=O)c1cc([N+](=O)[O-])ccc1N1CCCCC1,95,103,0.0,112,-1,96,96,84
Cc1[nH]c2ccc(C(=O)OCCN(C)C)cc2c1C,93,92,0.0,99,5,96,98,103
O=C(CSc1nnc(-c2ccccc2)n1Cc1ccccc1)N1CCCC1,97,99,0.0,97,-2,96,101,108
COc1ccccc1-c1nnc(NC(=O)c2ccc3c(c2)OCO3)s1,97,99,0.1,124,4,115,272*,107
O=C(NCCN1CCOCC1)c1cc2sccc2n1Cc1ccc(F)cc1,98,96,0.0,101,-1,91,100,85
Cc1nc(C(C)N(C)Cc2c(C(=O)N3CCCCC3)nc3c(C)cccn23)c(C)s1 (stereo not drawn),98,97,0.1,89,13,98,98,86
O=C(Nc1cccc2c1[nH]c1ccccc12)C(F)(F)F,95,92,0.2,103,2,76,94,99
CNC(=O)NC(=O)COC(=O)c1cccc(S(=O)(=O)N2CC3(C)CC2CC(C)(C)C3)c1 (stereo not drawn),96,103,-0.1,99,0,100,91,90
Cc1cccc(-c2nnc(SCc3ccccc3)o2)c1,94,x,0.2,93,-6,91,97,98
Cn1c(CSc2ncn[nH]2)nc2ccccc21,99,93,0.1,101,3,98,100,91
CN(C)CCNC(=O)c1onc(CSc2ccncc2)c1C(=O)NCCN(C)C,96,80,-0.1,135,0,74,93,97
Cc1cc(S(=O)(=O)NCC(C)C)ccc1OCC(=O)NC1CC1,98,100,-0.7,94,5,97,97,107
CCC(=O)NC(=S)Nc1cccc(Cl)c1N1CCCC1,96,94,-0.1,104,3,97,100,104
Nc1nc2n(n1)C(c1cccc(Br)c1)CC(c1ccc(F)cc1)N2 (stereo not drawn),102,101,0.0,101,1,104,103,86
Clc1ccc(-c2noc(CSc3nnc(Cc4cccs4)n3-c3ccccc3)n2)cc1,94,84,0.1,94,0,87,81,103
O=C(NCc1ccccc1)C1CCCN1S(=O)(=O)c1cccc2cccnc12 (stereo not drawn),105,109,-0.2,98,3,103,96,85
COc1cc(CN2CCCCCC2)cc([N+](=O)[O-])c1O,114,107,-0.1,84,1,117,118,96
Cc1cccc(Oc2cnn(C(C)(C)C)c(=O)c2Cl)c1,99,98,0.1,98,1,99,97,89
COc1ccc(C2(C(=O)NCCCN3CCOCC3)CCOCC2)cc1,100,93,0.1,92,-4,x,94,113
CC1CCc2c(C(=O)Oc3cccc(-n4cnnn4)c3)csc2C1 (stereo not drawn),99,106,-0.1,108,2,91,103,96
CCCCn1c(O)c(C=NCCCN(C)C)c(=O)[nH]c1=O,107,106,0.0,114,1,113,118,100
Cc1ccc(-c2cc(N)n3nc(-c4ccc(C)cc4)cc3n2)cc1,97,98,0.0,112,-6,87,93,91
COc1cc(NC(=O)c2cnn3c(C(F)F)cc(C4CC4)nc23)c(OC)cc1Cl,99,101,0.1,98,25,88,94,97
CCOc1ccc(CCNC(=O)c2ccccc2OCc2c(C)noc2C)cc1OCC,85,86,0.1,92,0,76,92,99
COc1ccccc1Nc1nc(N)nc(CN2CCCCCC2)n1,99,100,0.0,x,6,100,96,104
Cc1[nH]c2ccccc2c1/C=N\NC(=O)CNc1ccc2c(c1)OCO2,98,100,-0.1,97,68*,102,112,109
CCC(C)C(NC(C)=O)C(=O)NC(=O)NC(c1ccccc1)c1ccccc1 (stereo not drawn),110,70,0.2,91,0,61,90,109
CCC(=O)Nc1ccc(Oc2ccc(NC(=O)CC)c(NC(=O)CC)c2)cc1,93,97,-0.1,132,1,98,120,105
O=C(N/N=C/c1ccc([N+](=O)[O-])o1)c1ccncc1,98,96,0.0,99,6,91,97,129
O=C(COC(=O)c1ccccc1C(=O)c1ccc(Cl)cc1)NC(c1ccccc1)c1ccccc1,102,101,0.0,95,-1,99,99,86
COc1cccc(N(C(=O)c2ccco2)C(C(=O)NC2CCCC2)c2ccc(N3CCOCC3)cc2)c1 (stereo not drawn),105,93,0.3,90,3,105,107,111
CN(C[C@@H](Cc1cccc2ccccc12)N(C[C@H](Cc1ccccc1)N(CCc1ccccc1)N=O)N=O)N=O,100,82,0.1,122,2,70,93,103
# Following part.
SMILES,RPL19A TOR yeast,AGP1-GFP MLPCN,Efflux pump mplx,LAP4-GFP MLPCN,AHR act,CIT2 TOR yeast,MEP2-GFP yeast,Yeast superoxide
Nc1cc(N2CCCC2)c(Cl)cc1[N+](=O)[O-],96,84,0.1,119,-1,80,91,95
O=Cc1ccc(-n2nncc2-c2ccc([N+](=O)[O-])cc2)cc1,95,99,-0.2,97,0,99,93,85
CCN(CC(=O)Nc1ccccc1C(F)(F)F)C(=O)CCS(=O)(=O)c1ccc(Cl)cc1,95,104,-0.1,99,0,100,99,112
O=C(CSc1cn[nH]n1)Nc1ccc(O)c(C(=O)O)c1,104,107,-0.1,100,8,109,103,97
O=C(O)c1cn(Cc2cccnc2)c(=O)c2ccccc12,104,109,-0.1,107,0,104,106,102
CCn1c(=O)c(C(=O)NNC(=O)c2ccc(Cl)cc2Cl)c(O)c2ccccc21,113,100,-0.1,85,0,96,96,74
CCN(CC)C(=O)c1[nH]cnc1C(=O)NCc1ccccc1,112,90,0.0,93,4,81,95,94
COc1ccc(NC(=S)N(Cc2cccnc2)Cc2cc3cc(OC)c(OC)cc3[nH]c2=O)cc1,101,102,0.1,97,39,109,108,107
CCOc1ncccc1C(=O)Nc1ccc2c(C)cc(=O)oc2c1,96,95,0.0,97,45,100,101,101
CC(=O)c1ccc(N(C)C)c2c(N(C)C)cccc12,100,104,0.0,98,1,100,98,99

# Copied from the listing, 11 compounds:
SMILES,RPL19A TOR yeast,AGP1-GFP MLPCN,Efflux pump mplx,LAP4-GFP MLPCN,AHR act,CIT2 TOR yeast,MEP2-GFP yeast,Yeast superoxide
COc1cccc(N(C(=O)c2ccco2)C(C(=O)NC2CCCC2)c2ccc(N3CCOCC3)cc2)c1 (stereo not drawn),105,93,0.3,90,3,105,107,111
CN(C[C@@H](Cc1cccc2ccccc12)N(C[C@H](Cc1ccccc1)N(CCc1ccccc1)N=O)N=O)N=O,100,82,0.1,122,2,70,93,103
Nc1cc(N2CCCC2)c(Cl)cc1[N+](=O)[O-],96,84,0.1,119,-1,80,91,95
O=Cc1ccc(-n2nncc2-c2ccc([N+](=O)[O-])cc2)cc1,95,99,-0.2,97,0,99,93,85
CCN(CC(=O)Nc1ccccc1C(F)(F)F)C(=O)CCS(=O)(=O)c1ccc(Cl)cc1,95,104,-0.1,99,0,100,99,112
O=C(CSc1cn[nH]n1)Nc1ccc(O)c(C(=O)O)c1,104,107,-0.1,100,8,109,103,97
O=C(O)c1cn(Cc2cccnc2)c(=O)c2ccccc12,104,109,-0.1,107,0,104,106,102
CCn1c(=O)c(C(=O)NNC(=O)c2ccc(Cl)cc2Cl)c(O)c2ccccc21,113,100,-0.1,85,0,96,96,74
CCN(CC)C(=O)c1[nH]cnc1C(=O)NCc1ccccc1,112,90,0.0,93,4,81,95,94
COc1ccc(NC(=S)N(Cc2cccnc2)Cc2cc3cc(OC)c(OC)cc3[nH]c2=O)cc1,101,102,0.1,97,39,109,108,107
CCOc1ncccc1C(=O)Nc1ccc2c(C)cc(=O)oc2c1,96,95,0.0,97,45,100,101,101

# Next part:
SMILES,RPL19A TOR yeast,AGP1-GFP MLPCN,Efflux pump mplx,LAP4-GFP MLPCN,AHR act,CIT2 TOR yeast,MEP2-GFP yeast,Yeast superoxide
COc1ccccc1C(=O)NCCC(=O)NCc1cccnc1,100,101,0.0,101,0,95,99,112
O=C(CCCOc1ccc(Cl)cc1)N1CCCCCC1,97,103,-0.1,108,-1,101,102,91
Cc1ccccc1S(=O)(=O)Nc1cccnc1,103,105,0.0,101,1,105,105,85
C=CCc1cc(OC)ccc1OCCON1C(=O)CCC1=O,100,102,0.0,103,7,102,105,105
COc1cc(C(=O)N/N=C\c2ccccc2)c([N+](=O)[O-])c(OC)c1OC,103,105,0.2,96,17,106,103,89
CC(=O)N1c2ccc(S(=O)(=O)N(C)c3cc(C)ccc3C)cc2CC1C (stereo not drawn),105,96,-0.1,97,-1,102,99,104
Cc1ccc(C(=O)/C=C/c2ccc(F)cc2)o1,100,88,0.2,96,-2,104,119,104
O=[N+]([O-])c1cccc(/C=N/Nc2cc(N3CCOCC3)ncn2)c1,103,97,0.1,106,20,99,106,103
N#CC1=C(N)Oc2cc(N)ccc2C1c1ccccc1Cl (stereo not drawn),103,97,0.2,100,x,101,110,100
Cc1ccnc2nc(C(=O)OCC(=O)NCc3cccc(Cl)c3)nn12,93,96,0.0,95,0,99,90,87
CC1CCN(C(=O)c2ccc(N3CCOCC3)c([N+](=O)[O-])c2)CC1,97,100,0.2,96,-2,92,98,106
CCC(CC)c1nnc(NC(=O)c2cccnc2SC)s1,93,96,0.2,114,18,87,91,113
NC(=O)CC(NC(=O)c1ccccc1)c1ccc(NC2CCN(Cc3ccccc3)CC2)c([N+](=O)[O-])c1 (stereo not drawn),96,82,0.0,122,1,72,94,90
